Screening data (PubChem BioAssay)
ZTA DNA inh: counter-screen for EBNA-1 inhibitors: inhibitors of Epstein-Barr virus ZTA. hit rate 0.15% among 320,000. ZTA-DNA binding, fluorescence polarization. inhibition, % at 11 µM. AID 2234. P03206; in the data active = inhibition above about 33%
Target sequence (P03206 whole entry, looked up): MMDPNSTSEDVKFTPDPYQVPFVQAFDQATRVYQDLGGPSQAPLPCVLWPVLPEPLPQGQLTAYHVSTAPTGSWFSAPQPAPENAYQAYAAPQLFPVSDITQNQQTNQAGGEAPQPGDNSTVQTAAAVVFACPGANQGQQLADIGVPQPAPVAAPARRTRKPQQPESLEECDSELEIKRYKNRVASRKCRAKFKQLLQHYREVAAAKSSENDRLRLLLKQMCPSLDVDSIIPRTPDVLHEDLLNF
GLD-1 RNA inh: GLD-1/TGE RNA complex disruptors, primary screen, biochemical, fluorescence polarization; Female germline-specific tumor suppressor gld-1 (Caenorhabditis elegans), Q17339; purified GLD-1 + fluorescein TGE RNA; inhibition, % at 5.96 µM; hit rate 0.44% among 320,000; AID 2280, 2010;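 active = percent inhibition above a per-plate cutoff, the plate mean of test compounds plus 3 SD, cut at about 30% in these data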;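 also: 0% = DMSO wells with GLD-1 and probe and 100% = wells lacking GLD-1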
MCL1-BIM inh: inhibitors of MCL1 binding to BIM-BH3, primary screen, biochemical, fluorescence polarization; Induced myeloid leukemia cell differentiation protein Mcl-1 (Homo sapiens), Q07820; hit rate 0.68% among 320,000; inhibition, % at 10.9 µM; GST-MCL1 / FITC-Bim-BH3 fluorescence polarization; AID 2057, 2009;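 active = inhibition above the mean inhibition of all tested compounds plus 3 SD, set per campaign, cut at about 40% in these data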;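 also: 0% = DMSO wells and 100% = unlabeled Bim-BH3 peptide control; higher means more loss of mP so more displacement of Bim peptide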
Target sequence (Q07820 whole entry, looked up): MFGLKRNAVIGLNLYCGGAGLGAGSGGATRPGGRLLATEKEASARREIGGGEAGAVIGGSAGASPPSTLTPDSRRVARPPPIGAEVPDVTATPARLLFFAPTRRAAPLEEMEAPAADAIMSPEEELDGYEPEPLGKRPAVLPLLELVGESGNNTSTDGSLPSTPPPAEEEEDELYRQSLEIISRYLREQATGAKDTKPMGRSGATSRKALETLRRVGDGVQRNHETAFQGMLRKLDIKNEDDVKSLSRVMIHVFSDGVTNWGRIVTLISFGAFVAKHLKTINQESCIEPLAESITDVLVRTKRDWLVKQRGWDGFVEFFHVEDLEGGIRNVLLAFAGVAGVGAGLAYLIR
Efflux pump mplx: inhibitors of Candida efflux pumps in yeast, primary screen, S. cerevisiae, Nile Red, multiplex; S. cerevisiae Candida pump triplex; hit rate 0.44% among 330,000; inhibition, % at 10 µM;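 active = plate passing quality check with inhibition over a set limit, or well fluorescence over plate mean plus 4 SD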;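 also: Nile Red retained in pooled yeast measured as flow cytometry median fluorescence; 0% = buffer negative control and 100% = Enniatin B positive control; higher means more Nile Red kept so more efflux inhibition; some compounds called inactive have numbers as strong as hits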
Fam108B counter: mouse Fam108B serine hydrolase inhibitors, primary screen, counter-screen for RBBP9 inhibitor project, biochemical, fluorescence polarization; recombinant Fam108B, FP-Rh probe fluorescence polarization; inhibition, % at 9.51 µM; hit rate 0.33% among 300,000; AID 1947, 2009;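 active = inhibition above the screen mean inhibition plus 3 SD, computed separately per campaign, cut at about 18% in these data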;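 also: inhibitors lower polarization as less probe binds the enzyme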
EBNA-1 inh: EBNA-1 DNA-binding inhibitors, primary screen, biochemical, fluorescence polarization | inhibition, % at 14.8 µM | hit rate 0.34% among 300,000 | AID 1950, 2009; in the data active = inhibition above about 28%
Yeast superoxide: reduction of superoxide in aged yeast, primary screen, HTS; AID 2690, 2010; S. cerevisiae aged cells, superoxide DHE fluorescence; stronger effect = lower value; hit rate 0.18% among 330,000; superoxide response (% of plate mean), % at 10 µM;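 active = superoxide response under a set limit, about three screen SD below normal, cut at about 65% in these data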;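 also: yeast aged for seven days with compound at 30 °C before DHE staining; 100% = average MFI of all compound-treated wells on the plate with controls excluded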
MEX-5 binding: MEX-5 zinc finger RNA-binding disruptors – biochemical, C. elegans, fluorescence polarization, MLPCN library, primary screen; MEX-5/FITC-TCR2 RNA binding; stronger effect = lower value; Zinc finger protein mex-5 (Caenorhabditis elegans), Q9XUB2; AID 1832, 2009; hit rate 0.38% among 300,000; activity score (negative = inhibition of binding), % at 10 µM;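 active = inhibition past about -25% in most replicates, and total fluorescence under double the plate's negative control median, limit read from the data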;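 also: 0% = DMSO and -100% = 5 µM competing unlabeled TCR2 RNA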
Target sequence (Q9XUB2 whole entry, looked up): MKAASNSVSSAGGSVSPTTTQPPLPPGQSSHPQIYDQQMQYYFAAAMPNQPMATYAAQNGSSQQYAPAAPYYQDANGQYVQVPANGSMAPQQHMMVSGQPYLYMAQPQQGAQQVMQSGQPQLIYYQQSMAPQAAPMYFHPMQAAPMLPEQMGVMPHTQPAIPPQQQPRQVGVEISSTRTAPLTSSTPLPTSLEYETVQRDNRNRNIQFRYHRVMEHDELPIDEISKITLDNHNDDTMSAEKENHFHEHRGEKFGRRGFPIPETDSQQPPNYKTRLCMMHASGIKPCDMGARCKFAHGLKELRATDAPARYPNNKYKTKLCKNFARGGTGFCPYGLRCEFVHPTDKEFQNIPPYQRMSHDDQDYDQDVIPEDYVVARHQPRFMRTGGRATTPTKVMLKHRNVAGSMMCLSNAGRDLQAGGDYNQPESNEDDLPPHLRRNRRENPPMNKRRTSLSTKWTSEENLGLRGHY
Bcl-xL primary: inhibitors of human Bcl-xL, primary screen, biochemical, fluorescence polarization, HTS. inhibition, % at 10.9 µM. GST-Bcl-xL / FITC-Bim BH3 peptide fluorescence polarization. AID 2129, 2009. hit rate 0.7% among 320,000. Bcl-2-like protein 1 (Homo sapiens), Q07817;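 active = inhibition above the mean of all tested compounds plus 3 SD, cutoff set per campaign, cut at about 30% in these data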;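 also: 0% = DMSO wells and 100% = unlabeled Bim-BH3 peptide competitor; inhibitors lower millipolarization by displacing the labeled peptide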
Active calls of the source: *; / = not tested or not shown.

SMILES	ZTA DNA inh	GLD-1 RNA inh	MCL1-BIM inh	Efflux pump mplx	Fam108B counter	EBNA-1 inh	Yeast superoxide	MEX-5 binding	Bcl-xL primary
CCCN(CCC)CCCNC(=O)c1cn(C)c2ccc(S(=O)(=O)N(C)C3CCCCC3)cc2c1=O	-9.5	-6.4	-8.6	1.2	0.7	-1.9	100.3	-2.7	-1.2
CC1(C)CC(=O)c2c(-c3cccs3)n[nH]c2C1	-2.9	8.4	-1.2	-0.1	-0.6	6.2	63.8*	0.2	-1.6
CCOC(=O)c1cnc2c(c(C)nn2C)c1Oc1ccccc1F	9.1	5.0	-3.9	0.0	4.4	13.6	88.9	2.4	2.6
Cc1ccc(-c2nc3ccc(C(=O)O)cc3nc2-c2ccc(C)cc2)cc1	-11.7	3.3	0.5	-0.1	0.0	4.4	113.1	1.8	2.0
COc1cc(C2Nc3ccccc3C(=O)N2c2ccc3c(c2)OCCO3)ccc1OCC(C)C (stereo not given)	-4.0	6.7	-3.7	0.1	7.4	-16.5	107.5	-0.8	5.7
CCOc1ncccc1C(=O)OCC(=O)Nc1cc(S(=O)(=O)N(CC)CC)ccc1C	7.5	0.3	-4.2	0.1	-3.4	1.8	99.1	1.5	1.5
CCSc1nnc(NC(=O)C(C)C)s1	8.0	16.1	6.2	0.1	2.6	-5.8	102.5	0.1	1.0
CCOC(=O)c1cc(C)[nH]c(=O)c1C#N	2.7	0.1	5.7	0.1	-5.2	-3.9	102.4	-4.5	6.8
O=C1NC(c2cccc([N+](=O)[O-])c2)Oc2ccccc21 (stereo not given)	7.6	-0.5	-2.2	-0.1	-4.4	12.2	102.2	-1.9	1.7
CCOC(=O)N1CCN(C(=O)C(NC(=O)c2ccco2)C(C)C)CC1 (stereo not given)	4.2	4.2	3.9	0.0	4.1	-3.1	91.4	-0.7	8.5
CNC(=O)CCN(Cc1ccco1)S(=O)(=O)c1ccc(OC)c(OC)c1	-4.0	-5.9	6.1	-0.1	-3.0	0.0	100.7	2.7	6.6
N#C/C(=C/c1ccc(Br)o1)C(N)=S	21.4	-2.4	5.9	0.2	-0.9	5.0	99.1	-1.3	8.6
Cc1ccc2oc(=O)n(CCOc3ccccc3C)c2c1	1.5	-3.5	0.1	0.1	-1.7	-2.4	105.9	-1.0	2.2
Cc1ccc(CNC(=O)CCSCc2cccc(F)c2)cc1	6.5	1.8	0.0	0.0	0.9	1.9	107.9	-0.6	0.8
COC(=O)c1ccccc1N1C(=O)[C@@H]2C(c3ccc(Br)cc3)=NO[C@@H]2C1=O	-3.9	7.7	4.7	0.0	6.8	1.4	92.9	-2.3	-2.5
COc1ccc(CCN(C(=O)c2snc(C(N)=O)c2N)C(C)C(=O)NC2CCCCC2)cc1OC (stereo not given)	-0.3	-4.6	14.1	0.0	2.4	-8.4	110.8	0.8	12.1
Cc1ccc(CN2CC(C(=O)NCCCSc3ccccc3)CC2=O)cc1 (stereo not given)	-7.1	0.0	5.3	-0.4	0.0	-2.5	96.5	1.5	6.9
CCCCCc1nnc(NS(C)(=O)=O)s1	17.8	3.1	9.0	-0.1	3.3	18.5	94.2	-2.1	7.8
Cc1ccc(NC(=O)c2nc[nH]c2C(=O)NCCCCCNC(=O)OC(C)(C)C)cc1	-1.7	2.5	-12.0	0.3	/	/	86.8	/	-1.2
Cc1cc(C2(c3cc(C)c(NC(=O)CN4CCOCC4)c(C)c3)CCCCC2)cc(C)c1NC(=O)CN1CCOCC1	13.8	1.0	5.9	0.0	0.7	14.6	113.2	0.1	4.1
COc1cccc(/C=C(/C#N)c2ccc(Cl)cc2)c1OCc1cccc(C(=O)O)c1	8.4	-4.4	-0.4	0.0	-3.9	-6.4	104.8	-1.5	5.0
Cc1ccc(OCC(=O)Oc2c(C)cccc2C)cc1C	-7.3	-2.3	3.5	0.0	3.1	2.7	104.1	-0.5	-1.2
Cc1c(C(=O)Nc2nc3ccccc3[nH]2)cccc1[N+](=O)[O-]	-2.6	5.3	5.1	-0.4	-4.9	-1.3	74.2	0.8	7.1
COc1ccc(NC(=O)COC(=O)C2CC(=O)N(c3ccc(OC(C)C)cc3)C2)cc1 (stereo not given)	6.1	-1.2	-0.4	-0.1	-1.1	-5.9	92.6	-0.9	1.9
Cc1ccc(COc2ccc(Br)cc2/C=N/O)cc1	10.3	10.2	-3.3	0.0	-8.4	12.2	103.2	0.3	-6.0
COc1ccc(C(=O)/C=C/C(=O)N(Cc2ccc(F)cc2)C(C(=O)NC2CCCCC2)c2ccncc2)c(O)c1 (stereo not given)	-19.8	2.9	-6.9	-0.1	-3.3	-4.9	114.6	-1.2	-0.7
Cc1ccc(C(=O)NNC(=O)c2ccc(-n3cncn3)c([N+](=O)[O-])c2)cc1	1.9	1.8	3.7	-0.1	1.9	0.8	118.2	-4.0	0.7
CCOC(=O)C1(CCOC)CCN(Cc2cccc(OCc3ccccc3)c2)CC1	-0.2	8.4	14.9	0.0	-3.2	-7.5	106.8	-0.9	-0.3
COc1ccc(CCCNC(=O)C2CCC(=O)N(Cc3ccccc3F)C2)cc1 (stereo not given)	-1.2	-1.4	3.4	-0.2	3.2	-0.2	85.5	-0.1	2.1
Cc1ccc(N2CCN(CCc3nc4cc(NS(C)(=O)=O)ccc4n3C)CC2)cc1	7.8	-2.2	-6.8	0.2	1.9	-14.0	121.3	0.7	-2.6
COc1ccc(-c2cc(CNS(=O)(=O)c3ccc(F)cc3)on2)cc1	-3.9	-0.4	3.6	0.0	4.0	5.8	95.8	0.6	0.3
CC1CCCN(C(=O)c2ccc(Cl)c(S(=O)(=O)N3CCCCCC3)c2)C1 (stereo not given)	-10.1	9.8	5.7	0.0	/	/	82.2	/	4.9
Cn1c(=O)c2c(nc(N3CCCCC3)n2CCCNC2=NCCCC2)n(C)c1=O	-31.9	-2.9	-4.8	-0.2	-0.9	1.3	87.9	-1.3	4.5
O=C1CC(c2ccccc2Cl)Cc2c1cnn2-c1nc2ccccc2s1 (stereo not given)	0.2	7.7	7.8	0.1	-12.5	5.8	101.1	0.9	7.2
CC(C)(C)NC(=O)C(c1ccccc1)N(Cc1cccs1)C(=O)c1csnn1 (stereo not given)	1.7	2.9	14.0	-0.1	-3.2	4.7	100.8	1.6	5.8
CN(C)C(CNC(=S)Nc1ccccc1)c1cccnc1 (stereo not given)	10.9	6.0	13.1	0.0	1.2	11.9	99.4	3.6	4.2
Cc1ccc(CSc2nc3ccccc3c(=O)n2Cc2ccco2)cc1	-7.2	3.2	0.8	-0.2	-3.4	-1.6	100.5	0.2	-2.0
c1ccc(CNc2c3c(nc4ncnn24)CCC3)cc1	-6.2	4.6	0.3	0.0	-1.1	-5.3	98.9	-2.2	-0.9
C=CCSc1nc(=O)n2ccc(C)cc2n1	-3.3	5.2	1.9	-0.2	0.4	-4.5	99.9	2.5	1.4
CC(C)CNC(=O)CO/N=C/c1ccccc1Cl	11.1	2.0	-3.2	0.0	1.1	-3.0	95.7	-0.7	-8.4

Record cards, from the list above. Screens in order: ZTA DNA inh | GLD-1 RNA inh | MCL1-BIM inh | Efflux pump mplx | Fam108B counter | EBNA-1 inh | Yeast superoxide | MEX-5 binding | Bcl-xL primary
COc1cc(C2Nc3ccccc3C(=O)N2c2ccc3c(c2)OCCO3)ccc1OCC(C)C (stereo not given) is listed with -4.0 | 6.7 | -3.7 | 0.1 | 7.4 | -16.5 | 107.5 | -0.8 | 5.7
CCCCCc1nnc(NS(C)(=O)=O)s1 is listed with 17.8 | 3.1 | 9.0 | -0.1 | 3.3 | 18.5 | 94.2 | -2.1 | 7.8

Next records.
SMILES	ZTA DNA inh	GLD-1 RNA inh	MCL1-BIM inh	Efflux pump mplx	Fam108B counter	EBNA-1 inh	Yeast superoxide	MEX-5 binding	Bcl-xL primary
Cc1ccc(OCCOc2ccc(Br)cc2)c([N+](=O)[O-])n1	3.6	3.6	4.5	0.1	-1.5	0.1	102.6	-2.3	-3.0
Cc1ccc(CN(c2ccc(C(=O)NCc3cccnc3)cc2)S(C)(=O)=O)cc1	-4.5	2.5	2.8	-0.1	-0.7	0.1	94.6	-2.2	0.7
Cc1cc(Nc2nc3ccccc3nc2Cl)n(-c2ccccc2C)n1	4.9	0.1	-1.5	0.1	-1.3	1.9	100.2	1.4	-0.2
COc1cc(CCCN2C(=O)C(=O)NC[C@@H]2CCCCN)cc(OC)c1OC	-0.3	2.2	3.1	0.0	-2.4	10.9	94.4	-3.6	5.0
COc1cc(C(=O)N2CCN(S(=O)(=O)c3cccc(F)c3)CC2)ccc1OCC(=O)N1CCOCC1	6.4	2.8	-10.9	0.0	2.1	3.9	97.2	-0.4	-4.0
CCCCC1(C(=O)OCC)CC(CN2CCOCC2)OC1=O (stereo not given)	1.9	-1.3	1.2	0.0	0.6	-1.0	106.5	-0.6	1.9
COc1ccc(C(=O)CSc2nc3ccc([N+](=O)[O-])cc3[nH]2)cc1	4.2	0.3	-7.2	-0.3	-14.8	1.3	99.8	-3.6	0.0
COc1cccc(NC(=O)N2CCN(c3nnnn3-c3ccccc3)CC2)c1	24.2	9.0	5.6	-0.2	0.0	8.6	117.9	-3.7	8.5
COC(=O)c1cc(NC(=O)CC2NCCNC2=O)cc(C(=O)OC)c1 (stereo not given)	7.9	4.4	9.9	-0.2	5.3	2.3	88.1	-2.2	5.1
CCN(C(=O)c1ccc(Cl)cc1[N+](=O)[O-])c1ccccc1C	-12.1	-11.3	11.7	0.0	4.8	-2.3	100.8	1.6	2.2
CCCN1CCN(C(=O)c2ccc(CS(=O)c3ccc(Cl)cc3)o2)CC1 (stereo not given)	-5.6	-5.0	4.8	0.0	4.2	-12.6	103.0	3.5	6.0
COC(=O)CSc1nc(SCc2ccccc2Cl)nc2c1CCCC2	-10.9	-0.1	5.4	-0.1	-1.8	2.2	110.7	-0.5	-1.0
O=C(NCCNC(=O)c1cc(Cl)ccc1Cl)c1ccccn1	-13.6	3.4	-0.5	-0.1	4.8	-3.7	105.8	-2.1	-2.4
O=C(CNC(=O)N1CC(=O)Nc2ccccc21)NCCc1cccc(F)c1	9.4	-2.2	-1.1	-0.2	3.5	-6.3	85.0	-0.4	5.1
NC(=O)C1CCN(C(c2ccccc2Cl)c2nnnn2CC2CCCO2)CC1 (stereo not given)	17.1	8.9	0.7	-0.1	-4.0	11.5	90.8	2.1	0.3
O=C1CN(C(=O)c2ccccc2C(=O)O)c2ccccc2N1	6.9	-63.8	-22.8	-0.1	-0.5	-2.9	105.2	2.7	-5.8
CCc1cc(=O)oc2c(C)c(OCC(=O)N3CCC[C@@H]3C(=O)O)ccc12	-17.6	-3.5	-5.6	0.1	1.4	-5.8	102.5	0.8	-0.3
COc1ccc(CSc2nc(C)cc(=O)[nH]2)cc1Br	2.3	5.4	-2.8	-0.3	-0.3	3.3	107.2	-1.1	2.9
COc1ccc(OC(C)C(=O)N2CCCc3ccccc32)cc1 (stereo not given)	0.9	-7.0	1.4	0.2	4.6	-14.1	96.8	2.9	0.4
CCn1cc(C(=O)NCc2ccccc2Cl)cn1	-9.0	-4.8	-0.9	0.1	0.2	1.9	125.5	-3.3	0.6
O=C(c1cc(F)ccc1F)C1CCCN(C(=O)c2cccs2)C1 (stereo not given)	-6.1	10.8	1.6	0.1	-2.0	-1.6	93.6	1.9	-5.4
